# Vif-APOBEC3G blk – inhibitors of Vif-APOBEC3G interaction. Q9HC16. HeLa A3G-eYFP + Vif (tagged APOBEC3G with the HIV-1 protein that degrades it), YFP fluorescence, overnight. Potency, µM (doses to about 46.1 µM), without a hit: at the top dose activity, negative = active, most hits filed as inhibitors. actives 0.076% (n = 410,000);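 also: potency is read from the fitted curve at half-maximal effect; % is scaled to controls: 0 for no effect and ±100 for the full control effect; nearly all actives have a fitted effect of over 60% in size; hits raise eYFP signal because A3G escapes Vif-driven loss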
# Target sequence (Q9HC16 whole entry, looked up): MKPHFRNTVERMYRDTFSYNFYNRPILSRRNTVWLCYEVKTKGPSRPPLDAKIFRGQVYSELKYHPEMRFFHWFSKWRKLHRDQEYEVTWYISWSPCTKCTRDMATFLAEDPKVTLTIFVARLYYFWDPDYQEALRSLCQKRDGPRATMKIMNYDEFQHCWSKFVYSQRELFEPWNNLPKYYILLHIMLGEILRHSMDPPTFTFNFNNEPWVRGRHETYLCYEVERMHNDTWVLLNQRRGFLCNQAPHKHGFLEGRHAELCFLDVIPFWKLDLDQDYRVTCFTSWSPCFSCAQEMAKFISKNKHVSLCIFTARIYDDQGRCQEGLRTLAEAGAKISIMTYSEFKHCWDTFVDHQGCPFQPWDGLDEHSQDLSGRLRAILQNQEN
#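 Read-out is eYFP fluorescence (Ex 488/Em 500-530) from Vif-expressing HeLa A3G-eYFP cells; more signal means A3G escaped Vif-mediated degradation. Cells plated overnight, compound pinned in, incubated overnight at 37 deg C.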
# LDHA block – blocks human lactate dehydrogenase A | purified LDHA, NADH/diaphorase-resazurin fluorescence; stronger effect = lower value | P00338 | AID 1347041 | activity change, % (values are at about 110 or 230 µM) | actives 0.15% (n = 480,000); in the data active = activity change below about -30%; inconclusive = mostly about -25% to -30%;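 also: plate controls were DMSO wells for no effect and wells without enzyme for full effect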
#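 Human LDH5 at 2 nM final in Tris HCl pH 7.4 with 0.06 mM NADH and 0.2 mM pyruvate, reacted 5 minutes at room temperature. Remaining NADH coupled via diaphorase/resazurin; resorufin fluorescence read at 0 and 20 minutes, normalized to enzyme-free and DMSO wells.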
# D1 antag – antagonists of human D1 dopamine receptor; P21728; HEK293 TREx D1 cells, calcium flux, dopamine EC80; stronger effect = lower value; activity change, negative = inhibition, % at 10 µM; actives 3.2% (n = 360,000); in the data active = activity change below about -30%; also: % is scaled to controls: 0 for no effect and ±100 for the full control effect
# Target sequence (P21728 whole entry, looked up): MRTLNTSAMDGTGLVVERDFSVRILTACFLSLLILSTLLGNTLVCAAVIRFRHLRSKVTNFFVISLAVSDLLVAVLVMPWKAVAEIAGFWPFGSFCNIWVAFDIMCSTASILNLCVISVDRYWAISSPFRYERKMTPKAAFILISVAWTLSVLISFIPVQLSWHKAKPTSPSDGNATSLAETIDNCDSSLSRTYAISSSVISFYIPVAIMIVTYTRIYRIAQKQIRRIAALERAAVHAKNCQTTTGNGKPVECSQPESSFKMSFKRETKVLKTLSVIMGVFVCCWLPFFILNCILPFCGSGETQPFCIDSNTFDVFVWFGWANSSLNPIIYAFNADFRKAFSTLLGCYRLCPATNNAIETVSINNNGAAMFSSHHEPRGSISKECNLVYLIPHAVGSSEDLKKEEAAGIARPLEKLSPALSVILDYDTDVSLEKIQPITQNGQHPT
#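 Allosteric or orthosteric antagonism assessed as attenuation of the calcium response to EC80 dopamine, added 180 s after compound, in induced HEK293 Trex D1 cells loaded with no-wash calcium dye.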
# Vif-A3F inh – inhibitors of Vif-A3F interaction; HeLa A3F-eYFP + Vif (tagged APOBEC3F with the HIV-1 protein that degrades it), YFP fluorescence increase; actives 0.2% (n = 390,000); AID 602313; Potency, µM (series often up to 46.1 µM), inactives show top-dose activity, negative = active; also: potency is read from the fitted curve at half-maximal effect; % of control where 0% means no effect; nearly all actives have a fitted effect of over 65% in size
#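 HeLa cells stably expressing Vif plus C-terminally eYFP-tagged A3F were seeded, incubated overnight at 37 deg C, dosed with compound, incubated overnight again at 37 deg C. Yellow fluorescence (Ex 488/Em 500-530) reported blocked Vif-mediated A3F-eYFP degradation.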
# D1 PAM – enhances dopamine response at the human D1 receptor; P21728; HEK293 TREx D1 cells, calcium flux, dopamine EC20 potentiation; potentiation, % at 10 µM; actives 0.036% (n = 360,000); in the data active = potentiation above about 30%; also: 0% is about no effect
# Glioma ERSR ind – inducers of ER stress response in human glioma cells | U87-MG GRP78 promoter luciferase reporter, 16 h | Potency, µM, for the others: at the highest dose activation, usual class: activators | actives 0.02% (n = 420,000) | AID 602332; also: potency is read from the fitted curve at half-maximal effect; series mostly up to about 76 µM; % of control where 0% means no effect; nearly all actives have a fitted effect of over 35% in size
#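 Stably transfected U87-MG human glioma cells carrying a GRP78-based luminescent sensor were seeded at 1000 cells/well, pin-dosed with compounds and incubated 16 h. Luciferase reagent was then added, and end-point luminescence was read after 10 min at room temperature.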
# RXFP1 agonist – RXFP1 (human) receptor agonism; Q9HBX9; HEK293T-RXFP1 cAMP TR-FRET, 30 min; response scale: percent of porcine relaxin response, buffer zero; Potency, µM (doses to about 57.5 µM), for the others: at the top dose activation, actives largely listed as activators; actives 0.3% (n = 370,000); AID 2676; also: potency is read from the fitted curve at half-maximal effect; % is scaled to controls: 0 for no effect and ±100 for the full control effect; nearly all actives have a fitted effect of over 60% in size; many of its hits are not listed in these tables
#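 HEK293 cells stably expressing RXFP1, treated 30 min at 37C with compounds plus PDE4 inhibitor Ro 20174; cAMP measured by HTRF TR-FRET. Normalized to buffer and 29 nM porcine relaxin; EC50 by Hill fit.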
# D1 ag – human D1 receptor agonism | AID 504660 | activation, % at 2 µM | HEK293 T-REx D1 cells, calcium flux, agonist mode | P21728 | actives 1% (n = 360,000); in the data active = activation above about 30%; also: 0% is about no effect
#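 Inducible HEK293 T-REx D1 cells, force-coupled to calcium signalling, were plated at 4000 cells/well with tetracycline and held overnight at 30 C. After no-wash calcium dye loading, compound-evoked calcium rise over 180 s flagged agonists.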
# D2 PAM – positively modulates the human D2 dopamine receptor allosterically | P14416 | potentiation, % at 10 µM | HEK293 T-REx D2, calcium flux, EC20 dopamine potentiation | actives 0.34% (n = 340,000);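 active = potentiation over 3 SD above the plate norm, cut at about 30% in these data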; also: 0% is about no effect
#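 Tetracycline-induced HEK293 T-REx cells force-coupled to calcium signalling expressed D2; compounds were pin-added after a 10 s baseline, read kinetically 180 s, then an EC20 dopamine challenge followed with a further 180 s calcium read.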
# The depositor's hits bear a star; ? = inconclusive; nt = no result given; & = joins results of further samples. Unless noted, calls follow the shape of the dose curve; as a rule, active = well fitted curve in the direction sought with a large enough effect; inconclusive = small, poorly fitted or top-dose-only effect, or another doubt; inactive = no such curve, though single readings can be large; an effect the other way counts as inactive or inconclusive. Some of the compounds tested; rates above refer to the full screens.
SMILES,Vif-APOBEC3G blk,LDHA block,D1 antag,Vif-A3F inh,D1 PAM,Glioma ERSR ind,RXFP1 agonist,D1 ag,D2 PAM
Cc1ccc(C2(C)NC(=O)N(CC(=O)N3CCN(S(=O)(=O)c4cccs4)CC3)C2=O)cc1 (configuration not stated),-1%,-11,10,-3%,-4,-3%,0.2%,1,2
CCc1ccc(NC(=O)Nc2nnc(N(C)C3CCCCC3)s2)cc1,5%,-5,-14,-10%,-1,0%,9.1%,23,10
CCOc1ccccc1OCCCC(=O)N(C)CC(=O)Nc1cc(C)ccc1C,0%,-4,13,-2%,-7,-3%,-1.6%,1,6
CC(CCN1CCN(c2ccc(F)cc2)CC1)c1ccccc1 (configuration not stated),-2%,-1,-62*,-5%,0,-3%,0.5%,7,-21
Cc1ccc2c(c1)N(C(=O)CCC(=O)NCCCN1CC(C)CC(C)C1)CCO2 (configuration not stated),2%,4,10,-1%,-2,-4%,5.1%,0,-13
CCOC(=O)c1cc2c(=O)n3ccccc3nc2n(Cc2ccco2)c1=NC(=O)c1ccc(OC)cc1OC,-5%,4,19,-7%,-4,-1%,5.9%,0,4
C[C@H](CO)N1C[C@H](C)[C@@H](CN(C)S(=O)(=O)c2cccs2)Oc2ccc(NS(=O)(=O)c3ccc(F)cc3)cc2C1=O,-6%,-1,nt,0%,nt,-3%,nt,nt,nt
COc1ccc(N2CC(NC(=O)c3ccco3)CC2=O)cc1 (configuration not stated),-3%,2&-2,nt,-3%,-1,-2%,1.7%,-2,nt
CCc1ccc(C(=O)COC(=O)C(CCSC)NC(=O)C23CC4CC(CC(C4)C2)C3)cc1 (configuration not stated),1%,-7,-7,1%,-9,-5%,0.3%,2,-8
C=CCn1c(-c2ccccc2)nc(=S)c2c1CCCC2,-3%,-5,9,11%,-5,-6%,10%,1,-12
O=C(Nc1ccccn1)c1ccc([N+](=O)[O-])o1,?,5,1,0%,-4,?,3.0%,3,-4
Nc1nnc(SCC(=O)Nc2ccc(S(=O)(=O)N3CCOCC3)cc2)s1,0%,0,-3,0%,-3,1%,1.7%,2,6
Cc1ccc([N+](=O)[O-])c(OCCN2C(=O)NC(C)(C)C2=O)c1,0%,0,4,7%,-3,-6%,-2.9%,1,-4
CN(C)c1ccc(C=C2C=CC=C2)cc1,3%&-6%,-3&1,nt,-23%,nt,2%&1%,nt,nt,nt
COc1ccc(NC(=O)NCCCCc2ccccc2)cc1,-2%,-4,15,-5%,1,-1%,5.4%,4,-3
C[C@H](NC(=O)c1nc[nH]c1C(=O)N1CCN(C(=O)OC(C)(C)C)CC1)C(=O)OC(C)(C)C,-1%,-2,-17,2%,-4,-3%,-0.2%,1,14
NS(=O)(=O)c1ccc(NC(=O)CSc2cn[nH]n2)cc1,0%,-1,-4,-10%,0,-3%,-2.8%,2,6
Cc1ccc(S(=O)(=O)Oc2ccc(/C=C(/NC(=O)c3ccccc3)C(=O)Nc3ccccc3)cc2)cc1,-1%,-4,6,-7%,-3,-1%,0.1%,12,11
COc1ccc(-c2nc3n(c2C)CCC3)cc1,2%,-5,-1,1%,6,-7%,4.1%,0,10
Cn1c(N)c(C(=O)COC(=O)CCC2CCCCC2)c(=O)n(C)c1=O,0%,-5,21,-11%,3,14%,18%,19,-1

# 2 entries drawn at random from those above, as already listed:
SMILES,Vif-APOBEC3G blk,LDHA block,D1 antag,Vif-A3F inh,D1 PAM,Glioma ERSR ind,RXFP1 agonist,D1 ag,D2 PAM
C[C@H](NC(=O)c1nc[nH]c1C(=O)N1CCN(C(=O)OC(C)(C)C)CC1)C(=O)OC(C)(C)C,-1%,-2,-17,2%,-4,-3%,-0.2%,1,14
CN(C)c1ccc(C=C2C=CC=C2)cc1,3%&-6%,-3&1,nt,-23%,nt,2%&1%,nt,nt,nt

# Next section:
SMILES,Vif-APOBEC3G blk,LDHA block,D1 antag,Vif-A3F inh,D1 PAM,Glioma ERSR ind,RXFP1 agonist,D1 ag,D2 PAM
O=C(c1ccc2snnc2c1)N1CCOCC1,0%,2,-23,0%,2,-2%,1.5%,2,1
COC(=O)N1CCc2c(sc(NC(=O)C3COc4ccccc4O3)c2C(N)=O)C1 (configuration not stated),?,-7,-19,-10%,-4,3%,-0.1%,0,-1
O=S(=O)(NC(=NCc1ccccc1)c1ccccc1)c1ccc(Br)cc1,-2%,-7,-20,-2%,-3,-5%,0.0%,3,3
CCOC(=O)c1c(C)[nH]c(CCC(=O)Nc2cc(Cl)ccc2OC)c1C,2%,-2,-7,4%,-4,-3%,0.1%,0,-3
CCN(CC(=O)NCc1cccs1)C(=O)CCc1c[nH]c2ccccc12,-1%,-6,-10,-4%,-3,-3%,-1.8%,4,-7
CCOC(=O)Cn1c(=O)oc2cc(S(=O)(=O)N3CCN(c4cccc(C)c4C)CC3)ccc21,0%,-8,0,-2%,-5,12%,-3.6%,1,2
CC(=O)c1cccc(NC(=O)COC(=O)C2=COCCO2)c1,0%,-6,-14,-14%,-3,4%,0.5%,3,-1
O=C(NCc1csc(-c2cccs2)n1)Nc1cccc(Cl)c1,-1%,-8,-21,-3%,-1,-5%,7.0%,11,-18
COCC(C)n1c(SCC(=O)N(C)C2CCS(=O)(=O)C2)nc2ccccc2c1=O (configuration not stated),-1%,-6,5,4%,2,-1%,6.7%,0,-7
O=C(CN(c1ccccc1)S(=O)(=O)c1ccccc1)N/N=C/c1ccc(OC2CSC2)cc1,nt,nt,3,nt,1,nt,4.3%,3,2
O=C(CCc1ccccc1)Nc1cc2c3c(c1)CC(=O)N3CCC2,0%,-3,-7,1%,-9,-1%,1.7%,0,-1
CCOC(=O)Cn1nnnc1CN(CCc1ccccc1)Cc1cc2cc(CC)ccc2[nH]c1=O,3%,0,4,-11%,0,-4%,-1.0%,1,3
CC(=O)N1c2ccc(S(=O)(=O)N3CCCC(C(=O)N4CCC(C)CC4)C3)cc2CC1C (configuration not stated),5%,-8,-27,-2%,-10,-3%,-0.8%,0,6
N#Cc1nc(COc2ccc(Br)cc2)oc1N1CCCC1,-2%,-4,-3,1%,1,-2%,1.1%,7,nt
CNC(=S)Nc1cccc2[nH]ncc12,0%,0,17,-9%,-3,-3%,1.3%,3,-5
NC(=O)C1CCCN(C(=O)CCc2nnc(C3(c4ccc(Cl)cc4)CCC3)o2)C1 (configuration not stated),1%,-1,-1,7%,19,-1%,-0.2%,2,-9
COCCn1cc(C(=O)N2CCCC(C)C2)c2c3ccccc3n(C)c2c1=O (configuration not stated),0%,5,17,0%,2,-2%,0.2%,2,nt
CN(C)CCN(C(=O)c1ccc2ccccc2c1)c1nc2ccc(F)cc2s1,2%,-3,-12,-1%,-4,0%,0.8%,3,-12
Cc1[nH]c(N)nc(=S)c1CCCNc1ccccc1,-4%,-5,nt,?,nt,1%,nt,nt,nt
CCc1ccc(N2CC(C(=O)Nc3ccc4c(c3)OCCO4)CC2=O)cc1 (configuration not stated),-1%,-8,-18,8%,-2,-8%,1.9%,1,4
Cc1cc(C(=O)NCC(=O)Nc2ccc(F)c(F)c2)c(C)o1,1%,-8,nt,4%,nt,-2%,nt,nt,nt
CC(C)C(=O)N=C1SC2CS(=O)(=O)CC2N1Cc1ccc(Cl)cc1 (configuration not stated),-8%,-5,-8,?,-8,-4%,2.2%,3,13
CCCNC(=O)c1cc(SC)ccc1Cl,2%,-1,-3,0%,-4,-2%,-0.6%,3,-2
CCC1CCCCN1CC(O)COCc1cccc(OC)c1 (configuration not stated),1%,-17,5,3%,-8,-2%,-0.3%,0,-2
CCn1c(SCC(=O)NCCc2ccc(OC)c(OC)c2)nc2c([nH]c3ccccc32)c1=O,-1%,0,nt,-10%,nt,-1%,nt,nt,nt
CCOC(=O)[C@H]1[C@H]2COc3cc(OC)ccc3[C@@H]2N2C(=O)c3cc(C)ccc3NC(=O)[C@@]12C,-3%,-3,9,-2%,-10,-6%,0.0%,2,-3
CCOc1ccc(NC(=O)N2CCC(n3c(=O)[nH]c4ccccc43)CC2)cc1,-5%,-1,-9,2%,nt,-5%,2.5%,6,nt
CC(=O)C1C(C)CC2C3CCC4CC(=O)CCC4(C)C3CCC21C (configuration not stated),1%,0,nt,10%,nt,-3%,nt,nt,nt
CCCNc1nc2c(c(=O)[nH]c(=O)n2C)n1CCc1ccccc1,1%,2,5,-2%,-8,-2%,-1.6%,0,16
COC(CNC(=O)C(=O)Nc1cc2c3c(c1)CC(=O)N3CCC2)OC,0%,-1,0,-2%,3,-1%,-0.3%,1,16
CCN(CC)C(=O)c1sc2c(c1C)c(=O)n(CCc1ccccc1)c(=O)n2Cc1cccc(Cl)c1,2%,2,-2,-3%,-2,-1%,1.5%,8,13
CC(NC(=O)c1ccco1)C(=O)Nc1nc(-c2ccccn2)cs1 (configuration not stated),0%,10,-8,2%,1,1%,0.8%,3,-1
O=S(=O)(NC(=NC1CCCC1)C(F)(F)F)c1ccccc1,1%,2,-7,1%,-3,-3%,0.1%,5,-3
Cn1c(NC(=O)c2cccs2)cc(=O)n(C)c1=O,3%,-4,-26,0%,-6,-6%,3.1%,1,10
Cc1cc(OCC(=O)NNC(=O)c2cccs2)ccc1Br,3%,-11,-5,4%,3,-5%,-1.0%,4,-17
CSc1ccc(CCNC(=O)c2c(C)nn(-c3ccc(F)cc3)c2-n2cccc2)cc1,?,2,-13,0%,-4,-2%,2.2%,14,2
COc1cc(CNC(=O)c2cc3ccccc3oc2=O)cc(OC)c1OC,-3%,-6,nt,14%,nt,-4%,nt,nt,nt
CCOC(=O)C1(CC)NC(c2ccc(OC)cc2OC)C2C(=O)N(C)C(=O)C21 (configuration not stated),0%,-2,-6,0%,-3,1%,-0.6%,3,8

# Just RXFP1 agonist (two entries from above):
compound	RXFP1 agonist
CCN(CC(=O)NCc1cccs1)C(=O)CCc1c[nH]c2ccccc12	-1.8%
CCOC(=O)Cn1c(=O)oc2cc(S(=O)(=O)N3CCN(c4cccc(C)c4C)CC3)ccc21	-3.6%

# Screens: PubChem, National Center for Advancing Translational Sciences (NCATS)
